# High-throughput results deposited in PubChem by Fisher Drug Discovery Resource Center.
# hcGAS lum: Primary biochemical luminescence assay for human cyclic GMP-AMP synthase inhibitors; 290,000 compounds, 0.081% hits; Q8N884; inhibition, % at 12.5 µM; AID 1259398, 2018; recombinant h-cGAS, ATP depletion, Kinase-Glo luminescence;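 also: 0% = vehicle reaction and 100% = reaction without DNA for no activity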
# Target sequence (Q8N884 whole entry, looked up): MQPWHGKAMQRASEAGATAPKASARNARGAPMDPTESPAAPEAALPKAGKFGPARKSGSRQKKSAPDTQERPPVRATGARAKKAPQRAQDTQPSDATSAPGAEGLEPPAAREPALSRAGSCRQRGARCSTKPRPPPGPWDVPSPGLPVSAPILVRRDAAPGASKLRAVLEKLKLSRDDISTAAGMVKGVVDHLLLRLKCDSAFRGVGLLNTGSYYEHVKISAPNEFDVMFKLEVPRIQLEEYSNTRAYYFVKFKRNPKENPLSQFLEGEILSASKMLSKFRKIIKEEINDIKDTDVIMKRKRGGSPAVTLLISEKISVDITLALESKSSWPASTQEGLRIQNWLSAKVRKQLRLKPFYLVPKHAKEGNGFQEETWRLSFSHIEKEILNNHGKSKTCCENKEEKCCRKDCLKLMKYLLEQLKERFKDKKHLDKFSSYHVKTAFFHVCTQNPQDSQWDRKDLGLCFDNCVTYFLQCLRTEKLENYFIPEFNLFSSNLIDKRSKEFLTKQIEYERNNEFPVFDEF
# NPYLR7 ag: agonists of mosquito NPYLR7 receptor, primary screen, cell-based, Aedes aegypti, calcium fluorescence, mosquito biting behavior; HEK293T NPYLR7/Galpha15, GCaMP6s calcium fluorescence; activation, % at 10 µM; 270,000 compounds, 0.15% hits; in the data active = activation above about 40%;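 also: 0% = vehicle and 100% = reference agonist at the receptor; some compounds past the cut are filed as inactive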
# mcGAS inh: cyclic GMP-AMP synthase inhibitors, mouse, primary biochemical chemiluminescence. recombinant cGAS, Kinase-Glo ATP depletion luminescence. 160,000 compounds, 0.15% hits. Q8C6L5. inhibition, % at 12.5 µM;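 also: 0% = negative control wells and 100% = reference inhibitor with no enzyme activity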
# * = called active by the depositor; . = not tested or not shown; & = joins results of further samples. Rule as the data show it, unless noted: active = inhibition above about 40%; inactive = the rest. Rows are unselected. Share with any hit: about 0.27%.
SMILES,hcGAS lum,NPYLR7 ag,mcGAS inh
Brc1cccc(C2CC(c3ccccc3)=Nc3ncnn32)c1 (configuration not stated),-4,21,.
CCOC(=O)Cn1c(=NC(=O)c2ccc(C(C)=O)cc2)sc2c(C)cc(C)cc21,-6,1,-6
O[C@H]1CO[C@H]2CC[C@@H](NCc3ccccc3-c3ccccc3)[C@@H]1C2,5,1,-7
Cc1ccc(CNC(=O)CSc2nc3c(c(=O)n2-c2cc(C)cc(C)c2)SCC3)cc1,-2,-3,-6
O=C(NCCC1=CCCCC1)c1ccc(SCc2ccccc2)nc1,-5,26,-4
CCN1CCC(N2CCC(C(=O)Nc3cccc(-c4cccc(Cl)c4)c3)CC2)CC1,-5,-1,.
CN1CCN(C(=O)CN2C(=O)c3ccccc3C2=O)C(c2ccccc2)C1 (configuration not stated),-8,0,.
CCN1CCCC1CNC(=O)C1C2C=CC3(CN(Cc4cc(OC)c(OC)c(OC)c4)C(=O)C13)O2 (configuration not stated),-8,1,.
COc1ccc(OCC(=O)Nc2c(C(C)=O)oc3ccccc23)c([N+](=O)[O-])c1,-6,9,-10
CNC(=O)C1CCCN(C(=O)Nc2ccccc2-c2cccs2)C1 (configuration not stated),0,4,.
Cc1ccnc(SCC(=O)N2CCC(C(=O)NCC#N)(c3ccccc3)CC2)n1,2,6,.
CCN(CC(=O)Nc1c(-c2ccccc2)c(C)nn1-c1ccccc1C)C(=O)c1cccc(C(F)(F)F)c1,-12,-6,-6
c1cnc(-c2nc(CNC3CCC4(CCNCC4)CC3)cs2)cn1,-2,1,-21
CC1=C(C(=O)Nc2cccc(C(F)(F)F)c2)C(c2ccc(C#N)cc2)NC(=O)N1C1CC1 (configuration not stated),-5,7,.
Cc1ccc(C(=O)C(C#N)c2nnnn2-c2ccccc2)cc1 (configuration not stated),5,-2,.
Cc1ccc(S(=O)(=O)CCc2nc(S(=O)(=O)c3ccc(C)cc3)c(N(C)C)o2)cc1,-5,3,.
NC(=O)c1ccc(NC(=O)Cn2c3c(c(=O)n(C4CCCCC4)c2=O)CCC3)cc1,3,-1,0
CCOc1cccc(CN2CCCC(C(=O)c3cc(Cl)ccc3OC)C2)c1O (configuration not stated),4,5,.
CC1Cc2ccc(-c3cc(CNC(=O)CCS(=O)(=O)c4ccccc4)no3)cc2O1 (configuration not stated),-2,-1,.
COc1cc(C)nc(Nc2nc(C)c3cc(C)ccc3n2)n1,-4,-3,.
CCCC(C)C(=O)N1CCCN(Cc2cc(=O)c(OCc3ccc(C(F)(F)F)cc3)co2)CC1 (configuration not stated),3,4,3
Cc1ccccc1CNC(=O)c1ccc2c(c1)NC(=O)C1CCCN21 (configuration not stated),4,-4,1
Cc1c2c(n(Cc3cccc(F)c3)c1C(=O)NC1CC1)CCCC2,-4,33,-4
O=C(Nc1cccc(-c2ccco2)c1)C1CCN(Cc2ccccc2OC(F)F)CC1,-7&-6,2,.
COc1ccc(CCN(C)C(=O)C(CC(C)C)NC(=O)c2ccccc2)cc1OC (configuration not stated),-9,-6,-3
# (continued)
SMILES,hcGAS lum,NPYLR7 ag,mcGAS inh
O=C(Nc1nncs1)c1cn(-c2ccccc2Br)nn1,20,5,.
CC1(Cc2cc(Cl)ccc2C(F)(F)F)C(=O)Nc2ccc(-c3cccc(C(F)(F)F)c3)cc21 (configuration not stated),-4,-2,1
Cc1sc(NC(=O)c2ccc([N+](=O)[O-])o2)c(-c2nc3ccccc3s2)c1C,-4,17,.
CCN(CC)C(=O)CN(c1ccc(C)cc1)S(=O)(=O)c1ccc(OC)c(OC)c1,-3,-1,-3
CC1(C)ON=C(c2ccc3c(c2)OCO3)N(Cc2ccccc2)C1=O,-1,4,.
COc1cn(CC(=O)Nc2ccc(C)cc2C)c(CSc2nc(C)cc(C)n2)cc1=O,-6,-3,-9
CN1C(=O)NC(c2ccc(C(F)(F)F)cc2)C2=C1CN(Cc1ccco1)C2=O (configuration not stated),3,.,-4
Cc1ccc(O)c(CN(C)Cc2ccc(-n3cccn3)cc2)c1,-4,9,-17
CCn1cc2nc(OC)c(CNC(=O)C3CCCN(C)C3)cc2c1O (configuration not stated),-2,4,-9
CCOC(=O)c1cc(C#N)c(C)nc1N1CCN(Cc2ccccc2-c2ccccc2)CC1,0,6,-2
O=C(CCOc1ccccc1)N1CC(c2ccncc2)C1,-1,7,.
O=C(NCc1ccncc1)C(C1CCCC1)N1CCN(C(=O)c2cccc(Br)c2)CC1 (configuration not stated),2,-6,-2
COc1cccc(NC(=O)CCC2CCN(C(=O)c3cnn(C(C)C)c3)CC2)c1,1&-4,11,-10
CCCNC(=O)Cn1nc(-c2ccc(OC)cc2)c2sc(C)nc2c1=O,-1,0,-8
COC(=O)c1cccnc1N1CCC(CO)(Cc2cccc(C(F)(F)F)c2)CC1,-6,2,-7
COc1cc(-c2ccc3c(c2)COC2(CCN(C(=O)c4cc(F)ccc4C)CC2)O3)cc(OC)c1OC,-7,-4,-3
CCOC(=O)c1c(NC(=O)C2CC2)sc(C(=O)Nc2ccccc2)c1C,-4,-4,-4
Cc1cccc(OCCC(=O)Nc2ccc3c(c2)oc(=O)n3C)c1C,-12,11,.
COc1ccc(CC(=O)Nc2c3c(nn2-c2ccc(Cl)cc2)CS(=O)(=O)C3)cc1OC,-5,-2,.
COc1ccc(Cl)cc1-c1nc(SC(C)C#N)n[nH]1 (configuration not stated),-5,0,.
Cc1ccnn1CC(=O)N1CCN(C(=O)C(C)(C)C)[C@@H]2CS(=O)(=O)C[C@@H]21,-13,.,-7
O=C(CSc1ccccn1)NCCN1Cc2ccccc2OC(c2ccccc2F)C1 (configuration not stated),-4,1,-9
CSc1ccc(CN(C)CC(=O)NCC2CCCCC2)cc1,3,0,1
CCCCC1C=CCN1C(=O)c1sccc1S(N)(=O)=O (configuration not stated),-3,-7,.
Cc1ccccc1SC1CCN(C(=O)Cc2nn[nH]n2)CC1,-8,3,-19

# An excerpt from above in order of SMILES length, falling:
SMILES,hcGAS lum,NPYLR7 ag,mcGAS inh
COc1cc(-c2ccc3c(c2)COC2(CCN(C(=O)c4cc(F)ccc4C)CC2)O3)cc(OC)c1OC,-7,-4,-3
CC1(Cc2cc(Cl)ccc2C(F)(F)F)C(=O)Nc2ccc(-c3cccc(C(F)(F)F)c3)cc21 (configuration not stated),-4,-2,1
Cc1ccnn1CC(=O)N1CCN(C(=O)C(C)(C)C)[C@@H]2CS(=O)(=O)C[C@@H]21,-13,.,-7
COc1ccc(CC(=O)Nc2c3c(nn2-c2ccc(Cl)cc2)CS(=O)(=O)C3)cc1OC,-5,-2,.
CCOC(=O)c1cc(C#N)c(C)nc1N1CCN(Cc2ccccc2-c2ccccc2)CC1,0,6,-2
COc1cn(CC(=O)Nc2ccc(C)cc2C)c(CSc2nc(C)cc(C)n2)cc1=O,-6,-3,-9
COc1cccc(NC(=O)CCC2CCN(C(=O)c3cnn(C(C)C)c3)CC2)c1,1&-4,11,-10
COC(=O)c1cccnc1N1CCC(CO)(Cc2cccc(C(F)(F)F)c2)CC1,-6,2,-7
CCOC(=O)c1c(NC(=O)C2CC2)sc(C(=O)Nc2ccccc2)c1C,-4,-4,-4
O=C(CSc1ccccn1)NCCN1Cc2ccccc2OC(c2ccccc2F)C1 (configuration not stated),-4,1,-9
CC1(C)ON=C(c2ccc3c(c2)OCO3)N(Cc2ccccc2)C1=O,-1,4,.
Cc1cccc(OCCC(=O)Nc2ccc3c(c2)oc(=O)n3C)c1C,-12,11,.
CCn1cc2nc(OC)c(CNC(=O)C3CCCN(C)C3)cc2c1O (configuration not stated),-2,4,-9
Cc1ccc(O)c(CN(C)Cc2ccc(-n3cccn3)cc2)c1,-4,9,-17
Cc1ccccc1SC1CCN(C(=O)Cc2nn[nH]n2)CC1,-8,3,-19
CCCCC1C=CCN1C(=O)c1sccc1S(N)(=O)=O (configuration not stated),-3,-7,.
O=C(Nc1nncs1)c1cn(-c2ccccc2Br)nn1,20,5,.

# Next records follow:
SMILES,hcGAS lum,NPYLR7 ag,mcGAS inh
CC1CC(C)CN(C(C)(C)CN)C1 (configuration not stated),4,14,.
O=C(c1cc2ccccc2oc1=O)N1CCc2c([nH]c3ccccc23)C1c1ccccn1 (configuration not stated),0,-3,-2
CCOc1ccccc1C(=O)NC1CCN(C(=O)c2cn(-c3ccc(C)cc3)nn2)CC1,1,-9,.
Cc1ccccc1NC(=S)Nc1cccc(S(=O)(=O)N2CCCC2)c1,-5,4,.
COc1ccc(OC)c(C2SC(C)C(=O)N2CCN2CCN(C(=O)c3cccs3)CC2)c1 (configuration not stated),-4,2,-9
CCC(C)(C)c1ccc(OCCCCNC(=O)c2cc(-c3ccc(OC)cc3OC)nn2-c2ccc(OC)cc2)c(C(C)(C)CC)c1,-4,-1,-5
CCN(CC)c1nc(-c2ccccc2)nc2c1CN(C(=O)c1ccc([N+](=O)[O-])cc1)CC2,-16,0,-5
CCN(CC)S(=O)(=O)c1ccc2c(c1)CCN2,-4,-1,.
CCOc1ccccc1C(=O)Nc1cc(C(C)(C)C)nn1-c1cc(Cl)ccc1Cl,3,0,0
Cc1cc(C)n(CC(=O)NNS(=O)(=O)c2ccc(C#N)cc2)n1,-3,3,-21
COc1ccc2c(c1OC)C(=O)OC2c1c(-c2ccccc2)[nH][nH]c1=O (configuration not stated),3,3,.
COc1ccc(Cn2ncc3cc(C(=O)O)cnc32)c(OC)c1,5,-11,.
CC(NS(=O)(=O)Cc1ccc(Br)cc1)c1ccccn1 (configuration not stated),-6,-2,3
O=C1C=C(NCCc2cc(Br)c(O)c(Br)c2)C(=O)c2ccccc21,-1,-3,.
Cc1ccc(C(=O)N/N=c2/oc3ccccc3cc2-c2nc3ccccc3[nH]2)cc1,-3,-3,.
CSc1ccc(C=C2SC(N)=NC2=O)cc1,0,4,-5
C#CCNC(=O)N(C1CC1)C(C)C(C)C (configuration not stated),-9,23,.
COCc1ccc(C(=O)N2CCCC(CCC(=O)NCc3ccc(C)o3)C2)s1 (configuration not stated),-6,18,.
O=S(=O)(Cc1ccccc1Cl)Nc1cccc(N2CCCS2(=O)=O)c1,-9,4,.
CS(=O)(=O)CCNC(=O)N1CCC(c2cccc3ccccc23)CC1,-3,-6,.
COc1cccc(S(=O)(=O)NCC(=O)N2CC(C)OC(C)C2)c1 (configuration not stated),0,9,.
Cc1ccc(Oc2cnn(-c3ccc(Cl)c(Cl)c3)c(=O)c2Nc2ccc(C(=O)N3CCN(C)CC3)cc2)cc1,-4,11,-5
CS(=O)(=O)C1CCC(OC(=O)c2cccc(Cl)c2)C1 (configuration not stated),-7,3,.
Cc1cc(=O)n2nc(N3CCC(C(=O)N4CCN(C)CC4)CC3)sc2n1,-7,6,-4
CCCc1ccccc1N1C(=O)CSC1c1cccc(NC(=O)c2ccc(Br)cc2)c1 (configuration not stated),-3,3,-4
# The listing continues:
SMILES,hcGAS lum,NPYLR7 ag,mcGAS inh
COCc1[nH]n2c(=O)c(Cc3ccccc3)c(C)nc2c1-c1ccc(OC)cc1,-8,-17,.
COc1cccc(C2NC(=O)NC(C)=C2C(=O)Nc2ccc(Cl)cc2)c1 (configuration not stated),0,2,0
Cc1nn(CCSc2ccccc2F)c(=O)c(C#N)c1C,0,2,.
O=C(CC(NCCN1CCOCC1)C(=O)O)Nc1ccccc1 (configuration not stated),-5,6,-7
O=C(Nc1nnc(SCc2cc(F)cc(F)c2)s1)c1cccs1,-1,0,1
CCOC(=O)C1=C(C)N=c2s/c(=C/c3ccco3)c(=O)n2C1c1ccc(OC(C)=O)c(OC)c1 (configuration not stated),4,2,1
Cc1nc(-n2nc(-c3cccs3)cc2NC(=O)c2ccco2)[nH]c(=O)c1C,-4,4,.
Cc1ccccc1CC1(CO)CCCN(C(=O)c2cccc(N3CCOCC3)c2)C1 (configuration not stated),-7,19,-2
COCCN=C(NC(=O)c1cccc(C(F)(F)F)c1)OCC(C)C,-3,16,-6
CC(=O)NCC(=O)N(Cc1ccco1)C(C(=O)Nc1c(C)cccc1C)c1ccccn1 (configuration not stated),-1,6,.
COC(=O)COC1C[C@](OCc2cccc(C)c2)(C(=O)NCC2CC2)C[C@H]2OC(C)(C)O[C@@H]12 (some centres not stated),-2,17,-8
O=C(O)c1ccccc1CSC1=NCCS1,-16,-1,-5
CS(=O)(=O)c1ccc(C(=O)NCCCc2nc(C3CC3)n[nH]2)cc1,7,1,.
CSCC(=O)Nc1nc(C)c(Cc2ccccc2F)s1,-2,6,.
Cn1cnc(S(=O)(=O)Nc2cccc(Cl)c2C(=O)O)c1,-4,10,.
CCOC(=O)c1cc(C2CC2)n(C2CCN(C(=O)c3sc4ccccc4c3Cl)CC2)n1,-6,3,-9
Cc1cn2c3c(=O)n(CC(N)=O)c(=O)n(C)c3nc2n1CC(C)C,-6,-3,.
CCc1cccc2c(C(CC(=O)N3CCc4ccccc4C3)c3ccc(Cl)c(Cl)c3)c[nH]c12 (configuration not stated),-4,4,-8
COc1cccc(-n2c(SCC(=O)Nc3nnc(C)s3)nc3c([nH]c4ccccc43)c2=O)c1,5,-1,-5
CCn1ccnc1CN(C)Cc1cn(-c2ccc(F)cc2F)nc1-c1ccccc1C,-5,12,-9

# 3 entries already listed, arranged by formula weight, high to low:
SMILES,hcGAS lum,NPYLR7 ag,mcGAS inh
CCOC(=O)c1cc(C2CC2)n(C2CCN(C(=O)c3sc4ccccc4c3Cl)CC2)n1,-6,3,-9
Cc1ccccc1CC1(CO)CCCN(C(=O)c2cccc(N3CCOCC3)c2)C1 (configuration not stated),-7,19,-2
CSCC(=O)Nc1nc(C)c(Cc2ccccc2F)s1,-2,6,.
